# From PubChem BioAssay
# ATG4B inh = blocks human ATG4B protease cleavage of LC3 substrate; Q9Y4P1; ATG4B cleavage of LC3-PLA2, NBD-HPC fluorescence, 1 h; inhibition, % at 8.33 µM; 0.51% of 340,000 active; AID 504462; in the data active = inhibition above about 40%
# HKDC1 inhibitor = inhibitors of human hexokinase HKDC1; Q2TB90; recombinant HKDC1, G6PDH/diaphorase resazurin coupled fluorescence; inhibition, % at 20 µM; 0.16% of 340,000 active;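 active = inhibition above about 35% when tested at 20 µM, limit read from the data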;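 also: plate controls were DMSO wells with enzyme for no effect and DMSO wells lacking enzyme for full effect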
#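 Material – in-house recombinant HK5 (HKDC1) enzyme · Quantity – HKDC1 at 5 µg/mL · Buffer or medium – pH 8.0 Tris buffer with 10 mM MgCl2 · Reagent – glucose with 1 mM ATP · Dosing – single 20 µM dose · Times – reaction time 90 min, room temperature, protected from light · Technique – resorufin fluorescence at 613 nm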
# SENP8 block = inhibitors of human SENP8 protease; inhibition, % at 20 µM; recombinant SENP8, Nedd8 substrate fluorescence; 0.64% of 360,000 active; Q96LD8; in the data active = inhibition mostly above about 40%, no sharp cut-off; inactive = mostly below about 27%
# Target sequence (Q96LD8 whole entry, looked up): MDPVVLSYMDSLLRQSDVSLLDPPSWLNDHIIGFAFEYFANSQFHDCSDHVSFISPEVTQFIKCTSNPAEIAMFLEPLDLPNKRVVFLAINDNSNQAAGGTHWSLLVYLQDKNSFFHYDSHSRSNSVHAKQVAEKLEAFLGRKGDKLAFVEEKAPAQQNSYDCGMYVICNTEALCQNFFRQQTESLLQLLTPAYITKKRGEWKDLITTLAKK
# SENP7 inh = SENP7 protease inhibition. Q9BQF6. recombinant SENP7, Z-RLRGG-aminoluciferin luminescence, 40 min. inhibition, % at 5 µM. 1.5% of 330,000 active;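 active = inhibition above about 50% at the single test dose, limit read from the data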;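 also: plate controls were DMSO with enzyme for no effect and no enzyme buffer wells for full effect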
# Target sequence (Q9BQF6 706-1050 limits assumed): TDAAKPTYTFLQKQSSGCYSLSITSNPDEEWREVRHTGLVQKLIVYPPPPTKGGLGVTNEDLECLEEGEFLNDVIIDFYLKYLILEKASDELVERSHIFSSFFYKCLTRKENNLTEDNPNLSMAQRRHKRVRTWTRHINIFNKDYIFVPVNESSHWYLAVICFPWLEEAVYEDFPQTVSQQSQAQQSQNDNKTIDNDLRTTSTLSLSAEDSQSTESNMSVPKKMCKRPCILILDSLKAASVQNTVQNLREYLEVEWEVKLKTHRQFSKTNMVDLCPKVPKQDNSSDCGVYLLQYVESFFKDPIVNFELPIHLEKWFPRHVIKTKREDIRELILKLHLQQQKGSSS
# GRIN3A LBD mod = modulates the human NR3A ligand-binding domain; 2.5% of 340,000 active; AID 1259313; Tm shift relative to glycine control, % at 25 µM; NR3A LBD differential scanning fluorimetry, Tm shift; 0% = protein alone, 100% = glycine-bound protein;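 active = melting temperature shift of at least 10% of the positive control shift, at one fixed dose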
# MPTP inh = inhibitors of mitochondrial permeability transition pore. isolated mouse mitochondria, Ca2+ swelling absorbance, 30 min. inhibition, % at 10 µM. 1.4% of 360,000 active;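 active = inhibition of 50% or more, scaled per plate between neutral and stimulator controls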;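 also: 0% = DMSO wells given calcium and 100% = 1 mM EGTA wells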
# SENP6 block = blocks the human protease SENP6. Q9GZR1. 1.8% of 330,000 active. inhibition, % at 10 µM. Recombinant SENP6 catalytic domain, aminoluciferin luminescence. AID 2599;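 active = inhibition above about 50% at the single tested dose, limit read from the data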;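 also: plate controls were DMSO wells with enzyme for no effect and DMSO wells lacking enzyme for full effect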
# Target sequence (Q9GZR1 628-1112 limits assumed): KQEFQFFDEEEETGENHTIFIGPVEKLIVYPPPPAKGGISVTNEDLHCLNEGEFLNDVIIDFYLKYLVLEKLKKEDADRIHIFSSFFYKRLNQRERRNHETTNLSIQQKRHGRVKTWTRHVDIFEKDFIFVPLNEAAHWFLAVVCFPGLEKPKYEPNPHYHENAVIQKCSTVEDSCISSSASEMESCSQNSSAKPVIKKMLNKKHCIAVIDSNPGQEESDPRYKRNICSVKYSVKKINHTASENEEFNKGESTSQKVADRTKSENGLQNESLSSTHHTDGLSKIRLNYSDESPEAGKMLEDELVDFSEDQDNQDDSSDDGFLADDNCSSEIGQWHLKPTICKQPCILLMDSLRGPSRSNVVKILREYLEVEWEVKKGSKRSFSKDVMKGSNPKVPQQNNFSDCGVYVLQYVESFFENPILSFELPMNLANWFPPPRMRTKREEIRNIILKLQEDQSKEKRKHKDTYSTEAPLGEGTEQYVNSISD
# PfGluPho inh = PfG6PD (Plasmodium falciparum) enzyme inhibition | PfGluPho enzyme, NADPH resazurin-diaphorase fluorescence | inhibition, % at 20 µM | 0.78% of 350,000 active;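 active = inhibition reaching at least a set limit at 20 µM in the primary screen, cut at about 59% in these data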;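 also: 0% = DMSO wells with substrate and 100% = DMSO wells lacking glucose-6-phosphate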
# Starred values were filed as active, the others as inactive; i = inactive; nt = not tested or not shown. Random draw from the library; any-hit rate near 6.9%.
SMILES,ATG4B inh,HKDC1 inhibitor,SENP8 block,SENP7 inh,GRIN3A LBD mod,MPTP inh,SENP6 block,PfGluPho inh
CCOC(=O)N1CCN(c2c(NCCCN(CC)Cc3ccccc3)c(=O)c2=O)CC1,5,1,7,-1,0,-1.0,-10,-2
COc1cc2c(cc1NC(=O)C(C)OC(=O)C1CC(=O)N(Cc3ccco3)C1)oc1ccccc12 (configuration not stated),6,10,23,-6,-17,0.7,-42,7
O=c1c(Cc2c(F)cccc2Cl)c(O)ccn1CC1CCCO1 (configuration not stated),-6,0,14,-13,-1,-0.6,-27,11
Clc1ccccc1OCc1nn2c(-c3ccncc3)nnc2s1,-16,4,8,-8,0,-0.5,-26,-6
Cc1ccc(NC(=O)N(CCCN2CCOCC2)Cc2cc3cc4c(cc3[nH]c2=O)OCO4)cc1,10,-4,-478,-5,-1,0.3,-3,0
CCc1cc(C(=O)c2ccc(OC)cc2)c(NC(=O)COCC(=O)O)s1,5,1,16,-6,-1,0.4,-28,-15
N#Cc1ccc(OCC(=O)OCC(=O)c2ccc[nH]2)cc1,0,4,-2,3,0,4.3,-2,5
CC1(C)OC(=O)C(=NNc2ccccc2)C(=O)O1,25,-5,21,-4,-3,-1.5,-14,1
Cc1cccc(C(=O)C2CCN(S(=O)(=O)c3cccc(C(=O)O)c3)CC2)c1,-2,-4,15,6,-1,-3.8,-35,-17
CCOP(=O)(OCC)c1nc(-c2ccc(OC)cc2)oc1N1CCOCC1,0,-1,-447,7,-1,-0.8,-5,-2
COc1cc(OC)c(S(=O)(=O)NCc2cccnc2)cc1NC(C)=O,0,-5,7,1,0,-2.0,-5,-9
CCN(C(=S)NC(=O)c1ccco1)c1cccc2ccccc12,-8,19,-483,23,1,-1.4,70*,54
COc1ccc(CC(=O)NNC(=O)c2ccco2)cc1OC,6,-10,15,-2,2,0.8,-8,-16
CC(=O)N(c1ccc2oc(=O)sc2c1)S(=O)(=O)c1ccccc1,-3,-34,16,11,4,-3.2,8,18
CN(CC(=O)Nc1ccccc1Sc1ccccc1)C1CCCCC1,4,0,16,6,1,4.1,-25,-3
O=C1COc2ccc(C(=O)COC(=O)CCSc3ccccc3)cc2N1,5,25,8,-10,0,1.1,-4,-4
COc1ccc(N2CCN(C3CCCN(Cc4cccc(C(C)=O)c4)C3)CC2)cc1 (configuration not stated),-5,-2,13,3,-1,2.6,-12,-3
CSCCC(NS(=O)(=O)c1ccc(Cl)cc1)C(=O)OCC(=O)NC12CC3CC(CC(C3)C1)C2 (configuration not stated),-19,7,22,-9,-7,1.0,-15,6
CCC(C(=O)NC(C)(C)C)N(Cc1ccc(F)cc1)C(=O)c1snc(C(N)=O)c1N (configuration not stated),-2,-3,-289,-13,-1,0.9,-4,-12
N#Cc1nc(-c2cccs2)oc1NCc1ccccc1,-4,7,-410,-1,-17,2.5,-2,3
CC(=O)c1c(C)[nH]c(C(=O)OCn2nnc3ccccc3c2=O)c1C,4,-4,15,-12,-1,1.2,-17,-13
Cc1cc2cc(CNC(=O)COc3ccccc3)ccc2n1C,-11,4,-57,2,-3,4.4,-4,8
Cc1cc(-c2onc(C)c2C(N)=O)no1,1,0,5,0,0,2.9,-27,-9
CC(C)=CCC/C(C)=C/CNC(=O)C[C@H]1C[C@H](C(=O)N2CCCCC2)[C@@]2(CCc3ccccc3)c3[nH]c4cc(-c5ccco5)ccc4c3CCN2C1=O,17,2,-375,-3,2,1.2,nt,21
O=C(O)[C@]1(S(=O)(=O)c2ccccc2)C[C@@H]2ON=C(c3cccc(Br)c3)[C@@H]2C1,-11,0,7,-6,-1,1.2,1,-2

# The last six entries of the section above open the next one.
SMILES,ATG4B inh,HKDC1 inhibitor,SENP8 block,SENP7 inh,GRIN3A LBD mod,MPTP inh,SENP6 block,PfGluPho inh
N#Cc1nc(-c2cccs2)oc1NCc1ccccc1,-4,7,-410,-1,-17,2.5,-2,3
CC(=O)c1c(C)[nH]c(C(=O)OCn2nnc3ccccc3c2=O)c1C,4,-4,15,-12,-1,1.2,-17,-13
Cc1cc2cc(CNC(=O)COc3ccccc3)ccc2n1C,-11,4,-57,2,-3,4.4,-4,8
Cc1cc(-c2onc(C)c2C(N)=O)no1,1,0,5,0,0,2.9,-27,-9
CC(C)=CCC/C(C)=C/CNC(=O)C[C@H]1C[C@H](C(=O)N2CCCCC2)[C@@]2(CCc3ccccc3)c3[nH]c4cc(-c5ccco5)ccc4c3CCN2C1=O,17,2,-375,-3,2,1.2,nt,21
O=C(O)[C@]1(S(=O)(=O)c2ccccc2)C[C@@H]2ON=C(c3cccc(Br)c3)[C@@H]2C1,-11,0,7,-6,-1,1.2,1,-2
O=C(N/N=C/c1ccc(C(F)(F)F)cc1)c1ccncc1,-8,-2,14,-1,2,2.1,-25,1
C[C@@H](C(=O)Nc1ccc2ccccc2c1)[C@H]1C[C@]1(C)[C@H](NS(=O)(=O)c1ccc(-c2ccccc2)cc1)c1ccccc1,0,1,nt,-8,-11,nt,-9,10
CN(Cc1ccccc1)C(=O)CN1C(=O)C2C3C=CC(C3)C2C1=O (configuration not stated),-10,-9,9,0,-1,1.3,-6,5
C1CN(CC23CC4CC(CC(C4)C2)C3)CCO1,-1,-5,24,-4,-1,-1.0,5,-11
O=C(COC(=O)c1ccc(F)cc1)NCCc1ccc(F)cc1,0,-4,11,-12,0,1.0,15,-6
CC(C)[C@H](NC(=O)c1cccc(S(=O)(=O)N2CCCC2)c1)c1nc2ccccc2[nH]1,-3,-4,15,-3,8,17,7,-22
Cc1cc(OC(=O)Cc2cccc3ccccc23)c([N+](=O)[O-])c(=O)[nH]1,4,-7,-47,-1,-1,0.8,2,9
CCN(C[C@H]1N[C@@](CC)(C(=O)OC)[C@H]2C(=O)N(C)C(=O)[C@@H]12)C(C)=O,-3,5,3,7,-1,0.0,34,-12
O=C(Cc1ccc(Cl)c(Cl)c1)Nc1ccc(SC(F)F)cc1,3,1,1,-9,26*,82*,-11,11
O=C(NCc1cccnc1)C1CCCN(S(=O)(=O)c2ccc(Cl)cc2)C1 (configuration not stated),-10,-1,36,-10,-1,0.4,-12,1
COC(=O)c1c(NC(=O)CC2SC(N)=NC2=O)sc2c1CCC(C(C)(C)C)C2 (configuration not stated),14,-1,-44,4,-9,1.4,-6,19
CCOc1ccc(NC(=O)COc2ccc(C(=O)NC3CCCc4ccccc43)cc2OC)cc1 (configuration not stated),8,-5,-7,-4,1,-6.9,-15,-13
COc1ccccc1CN1CC(C(=O)NCCN2CCOC2=O)CCC1=O (configuration not stated),5,-11,0,5,-1,-0.2,-6,26
CC(C)(C)OC(=O)C[C@H]1C/C=C\C[C@@H](CC(=O)NCCO)C(=O)N[C@H](C(C)(C)C)COC1=O,-5,-8,10,-13,-2,-0.8,-11,17
O=C(CN(CCCN1CCOCC1)C(=O)Cn1nnc(-c2ccc(F)cc2)n1)NC1CCCCC1,-8,5,11,-8,-2,1.5,-5,-5
CC(C)CN1C(=O)C(=O)N(CC(=O)N2c3ccccc3NC(=O)CC2C)C1=O (configuration not stated),1,3,5,1,-1,-1.5,-5,-1
O=[N+]([O-])c1ccc(NC(=S)N/C(=N/CS(=O)(=O)c2ccccc2)c2ccccc2)cc1,0,-4,23,-3,-1,7.2,-3,9
COC(=O)c1c(NC(=S)Nc2ccccc2Cl)sc(C)c1C,-4,-7,18,4,-4,56*,-20,1
Cn1ccnc1SCC(=O)c1ccc(O)cc1,4,-3,18,40,-1,0.2,55*,-3
CCOC(=O)c1c(C)[nH]c(C(=O)OCC(=O)Nc2ccc(Cl)cn2)c1C,-2,-5,-17,2,1,1.3,-1,-11
O=C(O)c1cccc2c1C(=O)c1ccc(-c3ccc(Cl)c(C(F)(F)F)c3)cc1S2(=O)=O,5,2,-2,-4,-7,-3.3,13,-16
COc1ccccc1NC(=O)CSc1nc2c(oc3ccccc32)c(=O)n1C,-10,1,6,-18,-419,-1.0,-18,6
O=C(NNC(=O)c1ccccc1F)c1ccc(S(=O)(=O)N2CCCCC2)cc1,-4,-1,8,7,-2,0.4,-11,-1
Cc1ccc(S(=O)(=O)n2nc(C)c(Br)c2C)c(C)c1C,1,-1,15,-7,2,-0.4,-4,12
O=C1C2CCCN2C(c2ccccc2)N1c1ccc(Cl)cc1 (configuration not stated),-19,4,1,-2,2,-1.1,-6,-7
# Further compounds follow:
SMILES,ATG4B inh,HKDC1 inhibitor,SENP8 block,SENP7 inh,GRIN3A LBD mod,MPTP inh,SENP6 block,PfGluPho inh
N/C(CC(=O)Nc1cccc(C(F)(F)F)c1)=N/O,-9,-7,24,10,0,-0.4,13,-1
O=C1/C(=C2/NCCN2C2CC(=O)N(c3ccccc3)C2=O)CC/C1=C\c1ccccc1 (configuration not stated),6,-7,12,-3,2,2.3,-18,-13
COc1ccccc1C(=O)N1CCN(c2nc3cc(C)c(C)cc3cc2C#N)CC1,-11,-1,i,-4,0,-0.8,-18,9
NNc1nc(-c2ccccc2)cc(-c2ccccc2)n1,0,-1,-188,5,-2,2.1,0,-5
COc1cccc(-c2nnc(SCC(=O)OC(C)C)n2N)c1,-2,1,25,-2,2,-1.0,3,2
CC(C)C1Oc2ccccc2N(CC(=O)N(Cc2ccccn2)CC2CCCO2)C1=O (configuration not stated),-1,-13,8,4,2,-1.4,4,-1
Cc1c(CC(=O)O)c(=O)oc2cc3c(cc12)CCC(C)(C)O3,0,1,-304,-1,4,0.5,9,-24
CC(C)(C)NC(=O)C1c2ccccc2Oc2ccccc21,-3,4,6,-7,-2,1.4,6,-7
COC(=O)Nc1ccc(S(=O)(=O)Nc2cnc3ccccc3n2)cc1,1,-7,-302,-4,-2,-1.3,-14,2
Cc1cc(OC(C)C(=O)NCc2ccccn2)c2c(C)cc(=O)oc2c1 (configuration not stated),-1,0,-327,1,1,0.7,-6,-11
Cc1nc2scc(-c3ccco3)c2c(=O)n1/N=C/N(C)C,-4,-5,-27,-3,-1,-0.4,-13,25
C/C(=N\OC(=O)c1ccc(F)cc1)c1sc(-c2ccccc2)nc1C,0,-1,-18,4,11*,-2.2,-10,2
NC(=O)CCn1nc(-c2ccccc2)c2ccccc2c1=O,-16,-3,13,-11,2,0.4,-14,17
Oc1ccc(C[C@@H]2CNCCN2CCc2cccc3ccccc23)cc1,3,-4,-3,-4,0,84*,-5,-5
Cc1nn(CC(=O)OCC(=O)Nc2cccc(S(N)(=O)=O)c2)c(C)c1[N+](=O)[O-],-4,-2,6,-3,2,-2.8,-2,4
Cc1onc(NC(=O)c2ccc([N+](=O)[O-])o2)c1Br,0,-4,12,7,1,2.0,-18,5
O=C(c1ccc(Cl)c(S(=O)(=O)N2CCOCC2)c1)N(Cc1ccco1)Cc1cccs1,0,6,1,14,3,-3.4,-25,10
COc1ccc(OC)c2[nH]c(=O)c(CCNC(=O)c3cc4ccccc4o3)cc12,-4,38*,-214,-16,3,0.5,-8,23
COc1ccc(C(=O)CSc2ncn[nH]2)cc1OC,-4,-7,18,-10,0,-0.2,-11,-10
O=C(CN1CCCc2ccccc21)N/N=C/c1ccc(O)cc1O,2,-43,-197,-11,7,3.8,4,-14
O=C(c1ccc(N2CCCC2=O)cc1)N1CCOCC1,-15,1,26,-1,1,1.4,-24,-6
O=C(Nc1cccc2c1CCCC2)c1cc([N+](=O)[O-])ccc1Cl,-4,-5,14,0,4,-8.2,-28,-15
O=C(OCC(=O)N1c2ccccc2Sc2ccccc21)C1CC(=O)N(Cc2ccco2)C1 (configuration not stated),7,3,12,-2,0,-0.9,-13,-6
CCCn1nnc(NC(=S)NC(=O)C(C)(C)C)n1,-5,-10,6,3,2,0.6,11,9
CCCOc1ccc(Br)cc1/C=N/O,12,-2,37,-5,3,1.2,-2,-10
Cc1c(NC(=O)CN2C(=O)C3C4C=CC(C4)C3C2=O)c(=O)n(-c2ccccc2)n1C (configuration not stated),8,-2,25,2,0,-0.8,-15,-17
CCOC(=O)c1c(-c2ccccc2)csc1NC(=O)CSc1nnnn1C,-9,-1,12,-2,4,0.6,9,5
